Nrf2 ARE act – activators of Nrf2 (ARE) signaling | AREc32 ARE-luciferase reporter (MCF7-derived line), luminescence, 24 h | Potency, µM (top dose mostly 46.1 µM), for the others: at the highest dose activation, actives largely listed as activators | 410,000 compounds, 0.31% hits | AID 624171; note: % of control where 0% means no effect; nearly all actives have a fitted effect of over 65% in size
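For detection, Steady-Glo was added and plates sat 30 min at RT; before that, AREc32_Fluc cells grown overnight in OPTI-MEM/5% FBS had been treated with 23 nL compound for 24 hr at 37 deg C.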
ATXN2 expr inh – reduces ATXN2 reporter expression in HEK-293 cells. HEK-293 ATXN2-luciferase reporter, luminescence, 24 h. Potency, µM (doses to about 57 µM), for inactives: at the top dose activity change, negative = inhibition, usual class: inhibitors. 360,000 compounds, 0.72% hits. AID 1745845; note: % is set by controls: 0 for no effect and ±100 for the full control effect; nearly all actives have a fitted effect of over 55% in size
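ATXN2-luciferase reporter cells (luciferase flanked by upstream and downstream ATXN2 gene portions) were treated 24 h at 37 °C with compounds at up to 57 uM. SteadyGlo luminescence gave expression; GF-AFC fluorescence gave viability.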
HepG2 tox – kills HepG2 cells in TGF-b inhibitor counter-screen; 410,000 compounds, 0.76% hits; Potency, µM (titrated, usually from 46.1 µM), for the others: top-dose activity change, negative = cytotoxicity, actives largely listed as cytotoxic; HepG2 CAGA-GFP viability, ATP luminescence, 18 h; note: some results filed as inactive show a strong effect at the top dose
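CellTiter-Glo luminescence gave cytotoxicity after 18 hours at 37 degrees C. The cells were HepG2 CAGA-GFP in 1% FBS DMEM, stimulated with 500 pg/mL TGF-beta after compound addition. %Activity was normalised to no-cell wells (complete cell-killing) and DMSO (no toxicity), and curves were fitted and classified.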
Nrf2 block – blocks Nrf2 signaling; A549 ARE-Fluc reporter, luciferase luminescence, 18-24 h; Potency, µM (doses to about 46 µM), for inactives: top-dose activity change, negative = inhibition, most hits filed as inhibitors; 360,000 compounds, 2.1% hits; note: % is set by controls: 0 for no effect and ±100 for the full control effect; nearly all actives have a fitted effect of over 60% in size
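Nrf2 function is reported as luminescence of an ARE-controlled luciferase in A549 cells. Compounds were tested at several concentrations, and a CellTiter-Fluor read on the same wells flagged cytotoxicity.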
ATXN viability – viability counter-screen for ATXN expression inhibitors; S2 cells (HEK-293 line with an ATXN2-luciferase reporter) viability, CellTiter-Fluor protease fluorescence, 24 h; Potency, µM (top dose mostly 56.7 µM), usual class: cytotoxic; 400,000 compounds, 0.49% hits; note: nearly all actives have a fitted effect of over 40% in size
A549 viability – counter-screen for Nrf2 inhibitors: cytotoxicity in A549 cells. A549 ARE-Fluc cells, CellTiter-Fluor viability, 18-24 h. AID 504648. 390,000 compounds, 0.16% hits. Potency, µM (titrated, usually from 46 µM), for the others: at the top dose activity change, negative = cytotoxicity, most hits filed as inhibitors; note: % is set by controls: 0 for no effect and ±100 for the full control effect
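Cytotoxicity counterscreen: CellTiter-Fluor fluorescence was measured in A549 ARE_Fluc cells after 18-24 h of compound exposure in a concentration series. The subsequent BugLite luminescent read reports ARE-luciferase activity.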
EPAC2 antagonist – blocks human EPAC2 exchange factor; EPAC2 GEF exchange of Rap1B-BODIPY-GDP, fluorescence; Potency, µM (doses to about 114 µM), for inactives: at the highest dose activity, negative = inhibition, most hits filed as inhibitors; 360,000 compounds, 0.18% hits; AID 720708; note: % is set by controls: 0 for no effect and ±100 for the full control effect; nearly all actives have a fitted effect of over 45% in size; many of its hits are not listed in these tables
Target sequence (Q8WZA2 whole entry, looked up): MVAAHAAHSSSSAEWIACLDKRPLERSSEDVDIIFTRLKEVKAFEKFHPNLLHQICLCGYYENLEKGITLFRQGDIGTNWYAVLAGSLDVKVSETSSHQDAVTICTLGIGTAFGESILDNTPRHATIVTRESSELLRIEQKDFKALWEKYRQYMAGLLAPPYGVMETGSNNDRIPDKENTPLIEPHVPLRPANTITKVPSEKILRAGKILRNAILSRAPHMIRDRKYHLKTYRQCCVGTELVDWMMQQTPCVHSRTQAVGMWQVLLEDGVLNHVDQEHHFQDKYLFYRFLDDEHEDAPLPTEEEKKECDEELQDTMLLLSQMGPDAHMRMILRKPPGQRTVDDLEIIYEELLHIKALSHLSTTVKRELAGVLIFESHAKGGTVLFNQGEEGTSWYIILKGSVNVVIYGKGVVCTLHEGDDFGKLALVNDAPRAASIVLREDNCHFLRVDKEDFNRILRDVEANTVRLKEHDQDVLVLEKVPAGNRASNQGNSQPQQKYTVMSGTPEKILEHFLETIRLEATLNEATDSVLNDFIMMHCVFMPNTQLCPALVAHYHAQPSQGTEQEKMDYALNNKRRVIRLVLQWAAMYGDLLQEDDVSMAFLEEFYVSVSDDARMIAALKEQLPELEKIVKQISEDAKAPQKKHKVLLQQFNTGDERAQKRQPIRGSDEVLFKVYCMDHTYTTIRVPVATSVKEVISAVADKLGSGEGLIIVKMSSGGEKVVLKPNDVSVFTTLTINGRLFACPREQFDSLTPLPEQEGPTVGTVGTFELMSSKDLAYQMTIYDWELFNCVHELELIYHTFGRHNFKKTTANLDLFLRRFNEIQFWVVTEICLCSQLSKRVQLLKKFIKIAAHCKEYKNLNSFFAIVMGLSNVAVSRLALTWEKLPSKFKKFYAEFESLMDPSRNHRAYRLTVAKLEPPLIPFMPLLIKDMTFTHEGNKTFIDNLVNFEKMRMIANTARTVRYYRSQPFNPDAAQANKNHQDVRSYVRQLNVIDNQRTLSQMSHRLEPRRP
MCF10A rereplic – inducers of DNA re-replication in MCF 10A breast cells. MCF 10A DNA re-replication, Hoechst nuclear intensity, 48 h. Potency, µM (doses to about 46.1 µM), for the others: at the top dose activity, positive = re-replication, hits mostly activators. 350,000 compounds, 2.9% hits. AID 624296; note: % of control where 0% means no effect; nearly all actives have a fitted effect of over 50% in size
TGFb inhibitor – inhibitors of TGF-b signaling | HepG2 CAGA-GFP TGF-b/SMAD3 reporter, GFP fluorescence, 18 h; TGF-beta stimulated, 500 pg/mL final | Potency, µM (series often up to 46.1 µM), for inactives: at the top dose activity, negative = inhibition, actives largely listed as inhibitors | 410,000 compounds, 1.2% hits; note: % is set by controls: 0 for no effect and ±100 for the full control effect; nearly all actives have a fitted effect of over 65% in size
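HEPG2 CAGA-GFP reporter cells (1000/well, DMEM with 1% FBS) received compounds, then recombinant TGF-beta at 500 pg/mL final for 18 hours at 37 degrees C. Per-cell GFP summed per well was normalised to unstimulated and stimulated DMSO controls before curve fitting.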
* hit, by the source's call; i = inactive; ? = inconclusive; / = not tested or not shown; & = joins results of further samples; [ ] = another dose, or the depositor's remark. Calls come from the whole dose curve; as a rule, active = well fitted curve in the direction sought with a large enough effect; inconclusive = small, poorly fitted or top-dose-only effect, or another doubt; inactive = no such curve, though single readings can be large; an effect the other way counts as inactive or inconclusive. Potency is the fitted concentration of half-maximal effect.

SMILES	Nrf2 ARE act	ATXN2 expr inh	HepG2 tox	Nrf2 block	ATXN viability	A549 viability	EPAC2 antagonist	MCF10A rereplic	TGFb inhibitor
CCn1c(SCC(=O)Nc2ccc3c(c2)oc2ccccc23)nnc1-c1ccc(N)cc1	7.5%	-14%	-33%	?	?	?	-2%	?	?
COC(=O)CCNC(=O)c1ccc2nc(Cc3ccc(OC)cc3)oc2c1	4.7%	10%	3%	1%	/	2%	3%	/	15%
CC(C)c1ccc(NC(=O)Cc2c(C(=O)O)n(C)c3ccccc23)cc1	-0.6%	5%	-23%	-24%	i	-1%	1%	4%	6%
C[C@@H](C(=O)NCc1ccccn1)[C@@H]1C[C@@]1(C)[C@@H](NC(=O)OCc1ccccc1)c1ccccc1	2.5%	8%	-3%	7%	i	-8%	-5%	-2%	-5%
O=C(N/N=C/c1ccc[nH]1)c1cccnc1	-0.1%	-7%	-29%	-8%	i	-4%	4%	0%	9%
Cc1nc2ccc(NS(=O)(=O)c3cccc([N+](=O)[O-])c3)cc2s1	8.3%	-22%	1%	18µM*	i	-12%	-4%	-6%	0%
O=S(=O)(c1ccccc1)c1nc(-c2ccccc2)oc1N1CCCCC1	0.0%	-4%	-15%	?	i	-1%	-3%	5%	-22%
O=C(COc1ccccc1-c1ccccc1)N/N=C/c1cccc2ccccc12	0.1%	0%	-13%	-9%	?	?	-11%	0.46µM*	?
C1CCN(c2nc3nonc3nc2NCC2CCOCC2)CC1	0.2%	/	-48%	2%	i	3%	-1%	0%	3%
CCOc1ccc2cc(S(=O)(=O)N3CCCCC3)ccc2c1	0.1%	-17%	18µM*	?	i	0%	-12%	5%	-24%

Taken from the listing for reference:
SMILES	Nrf2 ARE act	ATXN2 expr inh	HepG2 tox	Nrf2 block	ATXN viability	A549 viability	EPAC2 antagonist	MCF10A rereplic	TGFb inhibitor
CC(C)c1ccc(NC(=O)Cc2c(C(=O)O)n(C)c3ccccc23)cc1	-0.6%	5%	-23%	-24%	i	-1%	1%	4%	6%
C[C@@H](C(=O)NCc1ccccn1)[C@@H]1C[C@@]1(C)[C@@H](NC(=O)OCc1ccccc1)c1ccccc1	2.5%	8%	-3%	7%	i	-8%	-5%	-2%	-5%
O=C(N/N=C/c1ccc[nH]1)c1cccnc1	-0.1%	-7%	-29%	-8%	i	-4%	4%	0%	9%
Cc1nc2ccc(NS(=O)(=O)c3cccc([N+](=O)[O-])c3)cc2s1	8.3%	-22%	1%	18µM*	i	-12%	-4%	-6%	0%
O=S(=O)(c1ccccc1)c1nc(-c2ccccc2)oc1N1CCCCC1	0.0%	-4%	-15%	?	i	-1%	-3%	5%	-22%
O=C(COc1ccccc1-c1ccccc1)N/N=C/c1cccc2ccccc12	0.1%	0%	-13%	-9%	?	?	-11%	0.46µM*	?
C1CCN(c2nc3nonc3nc2NCC2CCOCC2)CC1	0.2%	/	-48%	2%	i	3%	-1%	0%	3%
CCOc1ccc2cc(S(=O)(=O)N3CCCCC3)ccc2c1	0.1%	-17%	18µM*	?	i	0%	-12%	5%	-24%

(cont.)
SMILES	Nrf2 ARE act	ATXN2 expr inh	HepG2 tox	Nrf2 block	ATXN viability	A549 viability	EPAC2 antagonist	MCF10A rereplic	TGFb inhibitor
Clc1ccc2nc(CSc3ccccc3)cn2c1	-2.1%	32%[activator][11.3 µM]	0%	?	i	27%	-26%	-17%	-18%
CC(C)c1ccc(NS(=O)(=O)c2ccc3[nH]cc(C(=O)NCC4CCCO4)c(=O)c3c2)cc1 (configuration not stated)	0.3%	10%	-7%	16%	i	11%	/	/	?
COc1cc(OC)cc(-n2c(=O)[nH]c3cc(C(=O)NCCc4ccc(C)cc4)ccc3c2=O)c1	-0.9%	?	5%	3%[9.27 µM]	?	5%	/	/	1%
CCOc1ccc(C(=O)Nc2nnc(S(=O)(=O)N(C)Cc3ccco3)s2)cc1	0.0%	8%	8%	-7%	i	-4%	4%	3%	-3%
COc1ccccc1C(=O)OCC(=O)NC(=O)NC1CCCCC1	0.2%	13%	-18%	2%	?	-2%	1%	-2%	-3%
O=C(Nc1cc(S(=O)(=O)Nc2ccccc2Cl)ccc1O)c1cc2c(s1)CCCC2	-0.1%	/	-53%	6%	i	1%	-10%	28%	-1%
Cc1nc2ccc(NC(=O)COc3ccccc3)cc2s1	4.3%	23%	0%	19%	i	2%	-3%	0%	3%
CCOC(=O)c1cnc2c(C)c(C)ccc2c1Nc1ccc(S(=O)(=O)Nc2ncccn2)cc1	2.0%	13%	-4%	6%	i	-8%	15%	9%	6%
COc1ccccc1C(=O)N(Cc1ccc(Cl)cc1)C1CCS(=O)(=O)C1 (configuration not stated)	-0.4%	-2%	7%	4%	i	-2%	1%	-5%	13%
CCOC(=O)c1c(C)n(-c2ccccc2)c2ccc(OC(=O)c3ccccc3NC(=O)C(C)(C)C)cc12	-5.8%	?	22µM*	-20%	25µM*	13%	/	/	?
O=C(CN(c1cccc(Cl)c1)S(=O)(=O)c1ccc(Cl)cc1)N1CCc2ccccc2C1	-0.7%	-5%	-22%	-2%	i	-1%	6%	?	10%
CC(=O)c1cccc(NS(=O)(=O)N2CCOCC2)c1	-0.5%	17%	7%	-2%	i	-3%	-7%	0%	0%
O=C(NCCc1c[nH]c2ccccc12)/C(=C\c1cccnc1)NC(=O)c1ccco1	-0.7%	-5%	0%	6%	i	13%	2%	15%	-1%
COc1cc(NC(=O)CCNC(=O)Cn2ccc3ccccc3c2=O)cc(OC)c1OC	1.0%&-1.2%	9%&3%	-10%&-12%	27%	i	0%&-15%	-1%	0%	11%&-2%
COc1ccc(-c2cc(C(=O)Nc3ccc(C)c(C)c3)no2)cc1	0.2%	/	-1%	17%	i	-1%	6%	-2%	-6%
O=C(O)c1cocc1C(=O)O	-1.5%	/	5%	/	i	/	15%	/	1%
O=C(Nc1cccnc1)c1coc(=O)c2ccccc12	26%	2%	-17%	8%	?	9%	6%	1%	0%
O=C(O)c1cccc(NC(=S)NC(=O)c2ccc(-c3ccc(Cl)cc3)o2)c1	2.9%	27%[11.3 µM]	-2%	?	i	-17%	?	-5%	9%
Cc1noc(C)c1S(=O)(=O)N1CCCC(C(=O)NCc2ccccc2Cl)C1 (configuration not stated)	-1.4%	-1%	9%	3%	i	3%	5%	5%	9%
COc1ccc(C(CNC(=O)COc2cc(C)ccc2Cl)N2CCCCC2)cc1 (configuration not stated)	-0.3%	-7%	0%	9%	i	-6%	-15%	-5%	4%
O=C(c1ccccc1Cl)N1CCN(c2ccccn2)CC1	-0.2%	0%	1%	-8%	i	-7%	4%	2%	-25%
O=C(Cc1ccsc1)Nc1cc(F)ccc1F	2.3%	-4%	4%	13%	i	0%	9%	-2%	2%
CSCCC(NS(=O)(=O)c1ccccc1)C(=O)OCc1cc(=O)oc2cc(O)ccc12 (configuration not stated)	0.1%	-11%	2%	0%	i	7%	-11%	3%	-2%
COc1ccc(NC(=O)c2ccc3c(=O)n4nc(Nc5ccccc5C)sc4nc3c2)cc1	0.3%	/	-2%	/	/	14%	/	/	-1%
Cn1c(CNc2ccc(Cl)cc2)nnc1SCc1ccccc1	-0.1%	-16%	-27%	29%	i	14%	-6%	6%	-11%
Cc1ccc(N2C(=O)C(Cl)=C(NCCO)C2=O)c(C)c1	21%	1%	-27%	18%	i	-11%	12%	1%	?
Nc1nc(-c2ccccc2)c(CCCOc2ccc([N+](=O)[O-])cc2)c(=O)[nH]1	-0.4%	-38%	-7%	3%	?	-1%	-11%	14%	10%
O=C(CSc1nnc(SCc2ccccc2)s1)N/N=C/c1c[nH]c2ccccc12	2.9%	4%	-16%	-13%	i	2%	-8%	?	-17%
COc1ccc(NC(=S)NC(=O)Cc2ccccc2)cc1	6.3%	41%[activator]	-41%	11%	?	0%	-7%	5%	-14%
COc1ccc(-c2csc(NC(=O)CSCc3c(C)noc3C)n2)cc1OC	2.5%	-17%	-33%	23µM*	?	-8%	-4%	?	0%
COc1ccc(N2CCN(C(CNS(=O)(=O)c3cc(F)ccc3F)c3cccnc3)CC2)cc1 (configuration not stated)	0.5%	2%	-3%	7%	?	-4%	0%	15%	11%
CCOc1ccc(-n2c(=O)c3c4c(sc3n(CC(=O)NCC3CCCO3)c2=O)CCC4)cc1 (configuration not stated)	-0.4%	/	1%	-4%	i	1%	13%	-1%	22%
COc1ccc(OC)c(NC(=S)NCc2ccc(S(N)(=O)=O)cc2)c1	2.4%	0%	4%	-7%	i	4%	-1%	-7%	-7%
O=CNc1cc(-c2ccc(C(=O)NC3CC3)cc2)cn2c(-c3ccc(F)cc3)cnc12	-0.8%[9.22 µM]	?	-10%	/	?	/	3%	/	-24%
Nc1ccc(Cc2nc3cc4ccccc4cc3[nH]2)cc1	-0.3%	220%[activator]	-39%	?	i	-1%	5%	?	1%
Cc1cc(C)n2cc(CSc3nnnn3-c3ccccc3C)nc2n1	2.5%	4%	2%	3%	i	-4%	9%	7%	-20%
Nc1cc2c(cc1Br)-c1ccc(F)cc1C2=O	7.5%	25%	12%	7%	i	-8%	3%	4%	0%
Cc1cccc(-n2c(O)c(C=Nc3ccccc3-c3n[nH]c(=S)[nH]c3=O)c3ccccc3c2=O)n1	-0.9%	/	0%	?	?	?	12%	-3%	11%
O=C1CCCN1CCCN1C(=O)N[C@@H](Cc2ccccc2)C1=O	0.4%	1%	-3%	?	i	-5%	1%	-1%	-4%
COc1ccc(CNC(=O)c2cccc(NC(=O)N3CCSc4ncccc43)c2)cc1	4.4%	/	-16%	-1%	/	10%	/	/	?
Cc1ccnc2nc(C(=O)OCC(=O)NCCc3ccccc3)nn12	0.7%	-7%	-9%	12%	i	-4%	-6%	-4%	8%

Only part of the results is shown, so the mix of outcomes need not match the whole.
